High-throughput results from PubChem BioAssay.
DT40 TDP1 CPT: qHTS for Inhibitors of human tyrosyl-DNA phosphodiesterase 1 (TDP1): qHTS in cells in presence of CPT. chicken DT40 Tdp1-/-;hTDP1 cells + 20 nM CPT, ATP luminescence, 48 h. Potency, µM (series often up to 46.2 µM), inactives show top-dose activity change, negative = growth inhibition, actives largely listed as inhibitors. 420,000 compounds, 12% hits. AID 686979, 2013; also: nearly all actives have a fitted effect of over 55% in size
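Chicken DT40 Tdp1-/- cells complemented with human TDP1, 400 cells/well, exposed to compounds plus 20 nM camptothecin for at least 48 h at 37 C; viability read as ATP content by CellTiter-Glo luminescence.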
DT40 TDP1 no CPT: qHTS for Inhibitors of human tyrosyl-DNA phosphodiesterase 1 (TDP1): qHTS in cells in absence of CPT | AID 686978, 2013 | Potency, µM (highest dose often 46.2 µM), for the others: top-dose activity change, negative = growth inhibition, hits mostly inhibitors | DT40 Tdp1-/- hTDP1 cells, no CPT, ATP luminescence, 48 h | 420,000 compounds, 15% hits; also: nearly all actives have a fitted effect of over 55% in size
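Seeded 400 DT40-hTDP1 cells/well (vehicle DMSO, no 20 nM CPT); pinned compounds; ≥48 hr at 37 °C; CellTiter-Glo luminescence as viability measure.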
GCN5L2 inh: qHTS Assay for Inhibitors of GCN5L2; 390,000 compounds, 0.21% hits; AID 504327, 2011; Histone acetyltransferase KAT2A (Homo sapiens), Q92830; Potency, µM (doses to about 58.9 µM), for inactives: top-dose activity change, negative = inhibition, hits mostly inhibitors; GCN5L2 HAT assay, ThioGlo1 CoA-SH fluorescence
Target sequence (Q92830 whole entry, looked up): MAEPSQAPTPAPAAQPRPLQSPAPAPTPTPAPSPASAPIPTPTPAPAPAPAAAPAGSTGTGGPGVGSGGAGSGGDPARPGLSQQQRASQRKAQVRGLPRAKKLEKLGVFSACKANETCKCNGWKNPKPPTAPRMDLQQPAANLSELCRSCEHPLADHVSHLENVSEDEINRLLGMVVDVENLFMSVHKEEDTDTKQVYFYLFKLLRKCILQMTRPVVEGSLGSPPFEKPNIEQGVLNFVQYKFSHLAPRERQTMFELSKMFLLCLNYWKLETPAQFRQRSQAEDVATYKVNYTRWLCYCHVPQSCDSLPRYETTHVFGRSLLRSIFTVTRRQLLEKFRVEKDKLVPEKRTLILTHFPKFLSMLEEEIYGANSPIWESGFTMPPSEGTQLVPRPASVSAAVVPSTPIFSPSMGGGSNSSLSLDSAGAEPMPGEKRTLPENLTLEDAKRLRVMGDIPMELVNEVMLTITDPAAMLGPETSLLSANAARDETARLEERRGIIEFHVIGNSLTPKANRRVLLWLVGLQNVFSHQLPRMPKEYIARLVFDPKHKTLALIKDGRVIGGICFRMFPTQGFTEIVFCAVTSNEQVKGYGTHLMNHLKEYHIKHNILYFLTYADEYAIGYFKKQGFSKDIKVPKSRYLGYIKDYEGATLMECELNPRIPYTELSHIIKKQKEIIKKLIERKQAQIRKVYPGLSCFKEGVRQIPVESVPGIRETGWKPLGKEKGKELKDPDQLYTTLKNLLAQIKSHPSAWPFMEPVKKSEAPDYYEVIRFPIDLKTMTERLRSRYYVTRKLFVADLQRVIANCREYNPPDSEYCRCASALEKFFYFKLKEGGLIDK
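Compounds, pin-transferred from DMSO stocks, meet 20nM GCN5L2 for 15 min before the reaction begins with H3(1-25) peptide (75uM) and acetyl-CoA (70uM). Thiol-reactive ThioGlo1 reports CoA release over 20 min at room temperature.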
Starred values were filed as active, the others as inactive; ? = inconclusive; / = no result given; & = joins results of further samples; [ ] = remark or other dose. Calls follow the shape of the dose curve; as a rule, active = well fitted curve in the direction sought with a large enough effect; inconclusive = small, poorly fitted or top-dose-only effect, or another doubt; inactive = no such curve, though single readings can be large; an effect the other way counts as inactive or inconclusive. % is scaled to controls: 0 for no effect and ±100 for the full control effect; potency is read from the fitted curve at half-maximal effect.

Under each structure: DT40 TDP1 CPT, DT40 TDP1 no CPT, GCN5L2 inh
> COc1ccc(Cn2c(SCC(=O)N3CCN(c4ccc(F)cc4)CC3)nc3ccccc32)cc1
    21µM*, 21µM*, 0%
> COC(=O)[C@@H](Cc1ccccc1)NC(=O)[C@H]1CCC(=O)N1C(=O)OCc1ccccc1
    -19%, -5%, -4%
> COc1ccc(N2C(=O)C3CCCN3C2=O)cc1 (stereo not given)
    14%, -9%, -7%
> N#C/C(=C\c1cc(Cl)cc(Cl)c1)c1cccnc1
    2%[92.5 µM], -14%[92.5 µM], 7%&5%
> O=C(CCNc1cc(Cl)cc(Cl)c1)c1ccco1
    13µM*, 13µM*, -11%
> Cc1ccc(N(CC(=O)NCCc2ccc(Cl)cc2)S(=O)(=O)N(C)C)cc1
    ?, ?, -7%
> COc1ccc(-c2noc(-c3ccoc3C)n2)cc1
    ?, 18µM*, 0%
> Cc1cc2[nH]c(=O)c(=O)[nH]c2cc1S(=O)(=O)NC1CCCCC1C (stereo not given)
    4%, 0%, 0%
> CCCCn1c(N)c(N(CCOC)C(=O)c2cccc(S(=O)(=O)N3CCCCCC3)c2)c(=O)[nH]c1=O
    -2%, -17%, -16%
> CCn1cc(C(=O)C(F)(F)F)c2ccccc21
    0%, -8%, -5%
> FC(F)(F)c1cc(-c2ccco2)nc(N2CCN(c3ccccc3)CC2)n1
    -22%, -13%, -5%
> S=C(Nc1ccc(Nc2ccccc2)cc1)NN1CCOCC1
    22%, -23%, 0%
> COc1ccccc1-n1cnc2cc(C(=O)NCCCN3CCOCC3)ccc21
    4%, 6%, 0%
> CCCN1CNC(=S)N(Cc2ccccc2)C1
    2%, -2%, 34%[activator]
> COCCCNC(=O)CNC(=S)N(Cc1ccccc1)Cc1cccnc1
    2%, -10%, 0%
> CCCCSCCCNC(=O)c1cn(C)c2ccc(S(=O)(=O)N3CCCC3)cc2c1=O
    ?, -7%&-23%, -3%&-3%
> Cc1ccc2c(CC(=O)O)coc2c1
    5%, -7%, 0%
> CCC1(C)N(O)C(C)(C)C(c2ccc(OC)cc2)=[N+]1[O-] (stereo not given)
    ?, 0%, 3%
> O=C(Nc1ccn(CCCNCCCN2CCCC2=O)c(=O)n1)OCc1ccccc1
    -18%, -11%, /
> Cc1ccccc1-c1n[nH]c(=S)o1
    -13%, -10%, 3%
> Brc1ccc(-c2ccc(/C=N/Nc3nc(N4CCOCC4)nc(N4CCOCC4)n3)o2)cc1
    ?, 10µM*, -6%
> Cc1ccc(NS(=O)(=O)c2ccc3c(c2)NC(=O)CO3)cc1Cl
    18µM*, ?, -3%
> O=C(CSc1nc2ccc(F)cc2c(=O)n1-c1ccccc1)Nc1ccc2c(c1)CCC2
    ?, ?, /
> CCOc1ccc(NS(=O)(=O)CC23CCC(CC2=O)C3(C)C)cc1 (stereo not given)
    -12%, -26%, 0%
> CCOC(=O)C[C@H]1c2ccc(C(F)(F)F)cc2S(=O)(=O)N1C(C)C
    ?, ?, /
> N#Cc1cccc(NC(=O)CCN2C(=O)C3CCCCC3C2=O)c1 (stereo not given)
    1%, -6%, -5%
> CCC1=Nc2cc(C(=O)NCc3ccc(C)cc3)ccc2Sc2ccc(C)cc21
    7.3µM*, 8.2µM*, -3%
> S=C(NCCN1CCOCC1)Nc1ccc(-c2nc3ccccc3[nH]2)cc1
    -8%, ?, 5%
> COC(=O)c1sc(NC(=O)c2c(OC)cccc2OC)c(C#N)c1C
    -14%, -23%, -8%
> CCOC(=O)CC(=O)CSc1nnc2sc3ccccc3n12
    -17%, -13%, -14%
> COc1ccc(Cl)cc1NC(=O)CN(C)C(=O)CCCc1c[nH]c2ccccc12
    ?, ?, -9%
> O=C(NCc1ccc(F)c(F)c1)c1ccc(-c2ccc(F)c(F)c2)c2ccoc12
    18µM*, 21µM*, /
> COc1ccc(C(CNC(=O)COc2ccccc2)N2CCCCC2)cc1 (stereo not given)
    -25%, 0%, -4%
> CC(C)c1ccc2c(c1)C(c1ccc(N3CCOCC3)cc1)=NNC(c1cccs1)=N2
    ?, ?, -9%
> CC1=C(C)CC(C(=O)NC2CCCC2)C(C(=O)O)C1 (stereo not given)
    13%, 8%, -44%
> O=C(NCc1ccccc1C(F)(F)F)c1cccc2c1C(=O)c1ccc(N3CCOCC3)cc1S2(=O)=O
    -24%, -14%, -5%
> Cc1nc(/N=C\N(C)C)sc1C(=O)Nc1ccccc1
    ?, ?, -12%
> NS(=O)(=O)c1ccc(NNC(=O)c2ccccc2C(=O)O)cc1
    17%, -10%, -13%
> Cc1ccc(NC(=O)C2CCN(C(=O)c3sc4nc[nH]c(=O)c4c3C)CC2)cc1F
    -9%, -17%, 0%
> COc1cccc(CC2(CO)CCCN(C/C=C/c3ccccc3OC)C2)c1 (stereo not given)
    ?, ?, -13%
> O=[N+]([O-])c1cccc(NC(=S)N2CCc3ccccc3C2)c1
    -20%, -20%, 0%
> Cc1ccccc1NC(=O)Cn1cc(C(=O)C2CC2)c2ccccc21
    -24%, ?, -11%
> Cc1ccc(C(C(=O)NC2CCCCC2)N(CCC(C)C)C(=O)CNC(=O)c2ccco2)o1 (stereo not given)
    -27%, ?, -3%
> O=C(c1ccc(-c2cccc(C(F)(F)F)c2)o1)N1CCN(c2ccccc2)CC1
    -2%, -5%, -5%
> COc1cc(-c2ccc(N3C(c4ccsc4)=Cc4ccccc4C3CC(C)=O)cc2)cc(OC)c1OC (stereo not given)
    ?, ?, /
> CN(C)S(=O)(=O)N1CCC(Oc2ccc(C(=O)N3CCCCCCC3)cc2)CC1
    16µM*, 16µM*, -16%
> C[C@H]1CCCCO[C@@H](CN(C)S(=O)(=O)c2ccc(F)cc2)[C@@H](C)CN([C@@H](C)CO)C(=O)c2cc(NC(=O)Nc3ccc4c(c3)OCO4)ccc2O1
    18µM*, 9.2µM*, /
> Cn1c(=O)c2c(nc(SCCN3CCOCC3)n2Cc2ccc(Cl)cc2)n(C)c1=O
    -26%, ?, /
> O=C(CCc1cn(Cc2ccccc2F)c2ccccc12)NCc1ccc(Cl)cc1
    ?, ?, 1%
> COc1cc2c(cc1NC(=O)COc1ccc(Cl)cc1Br)oc1ccccc12
    -3%, 0%, -4%

The list continues:
Under each structure: DT40 TDP1 CPT, DT40 TDP1 no CPT, GCN5L2 inh
> COC(=O)[C@H](CCSC)NC(=O)NC1CC1
    -3%, -2%, 1%
> CSc1ncccc1-c1nc2ccccc2[nH]1
    1%, -24%, -1%
> Cc1cccc2cc(CN(Cc3cccs3)C(=S)NCC3CCCO3)c(=O)[nH]c12 (stereo not given)
    ?, ?, -3%
> Cc1ccc(S(=O)(=O)N(CC(=O)Nc2ccc(Cl)cc2Cl)c2ccccc2C)cc1
    18µM*, 12µM*, -6%
> O=C(Oc1cccnc1)c1cc(S(=O)(=O)N2CCCCC2)ccc1Cl
    ?, -21%, 0%
> CCN(CC)S(=O)(=O)N1CCC(C(=O)NCCC2=CCCCC2)CC1
    ?, ?, -2%
> COc1ccc(CN2CCN(C(=O)c3cccnc3)CC2)cc1Br
    -4%, -13%, -4%
> Cc1cccc(CNC(=O)Nc2nnc([C@H]3C[C@H](O)[C@@H](CO)O3)s2)c1
    -1%, 6%, /
> O=[N+]([O-])c1cc([N+](=O)[O-])c(Oc2cc(F)cc(F)c2)cc1NN1CCCCC1
    18µM*, -24%, -2%
> Nc1ncnc(Nc2ccccn2)c1[N+](=O)[O-]
    -24%, 23µM*, -6%
> Cc1noc(C)c1NC(=O)Nc1ccc2c(c1)C(=O)N([C@H](C)CO)C[C@H](C)[C@H](CN(C)C(=O)NC1CCCCC1)OCCCC[C@@H](C)O2
    5%, 4%, /
> COC(=O)C1=NN(c2cccc(C)c2)C2C(=O)N(c3ccccc3OC)C(=O)C12 (stereo not given)
    11%, 11%, -9%
> NCCCN(Cc1ccc(Cl)c(Cl)c1)c1ccc(Br)cn1
    3.5µM*, 5µM*, /
> CCN(CC)S(=O)(=O)c1ccc2oc(C(=O)NC(C)C)c(C)c2c1
    ?, ?, 2%
> COc1ccc(S(=O)(=O)N2CCCCCC2)cc1NC(=O)Cc1cc(OC)c(OC)c(OC)c1
    -4%, ?, -7%
> CCN1C(=O)[C@H]2[C@@H](c3ccc(-c4ccccc4)cc3)N[C@@](Cc3ccccc3)(C(=O)OC)[C@H]2C1=O
    ?, 18µM*, -12%
> COC(=O)C[C@@H]1C[C@H]2c3cc(NS(=O)(=O)c4ccccc4)ccc3O[C@H]2[C@@H](CO)O1
    0%, -6%, /
> CC(=O)NC(c1ccc(F)c(F)c1)c1nc(-c2cccs2)cs1 (stereo not given)
    -16%, -7%, /
> COc1cc(NC(=S)Nc2ccc(OC(F)F)cc2)cc(OC)c1
    -16%, -8%, -8%
> Cc1ccc(S(=O)(=O)N2CCOCC2)cc1C(=O)NC(=S)N(Cc1ccccc1)C(C)C
    6%, -8%, 2%

Four entries from above, as a markdown table.
| SMILES | DT40 TDP1 CPT | DT40 TDP1 no CPT | GCN5L2 inh |
| --- | --- | --- | --- |
| COC(=O)C[C@@H]1C[C@H]2c3cc(NS(=O)(=O)c4ccccc4)ccc3O[C@H]2[C@@H](CO)O1 | 0% | -6% | / |
| COC(=O)C1=NN(c2cccc(C)c2)C2C(=O)N(c3ccccc3OC)C(=O)C12 (stereo not given) | 11% | 11% | -9% |
| CCN1C(=O)[C@H]2[C@@H](c3ccc(-c4ccccc4)cc3)N[C@@](Cc3ccccc3)(C(=O)OC)[C@H]2C1=O | ? | 18µM* | -12% |
| CC(=O)NC(c1ccc(F)c(F)c1)c1nc(-c2cccs2)cs1 (stereo not given) | -16% | -7% | / |

Remaining list, next part.
Under each structure: DT40 TDP1 CPT, DT40 TDP1 no CPT, GCN5L2 inh
> Cc1c(Cl)cccc1N1CC(C)(C)C1=O
    2%, -4%, 4%
> CC1=C(C(=O)Nc2cccc(C(=O)N3CCC(C(N)=O)CC3)c2)SCCO1
    -2%, 2%, 3%
> Nc1nnn(CC(=O)N/N=C/c2cn[nH]c2-c2ccccc2)n1
    4%, -10%, -4%
> CC(C(=O)N(C)C)N1c2cccc3cccc(c23)S1(=O)=O (stereo not given)
    -1%, 2%, -4%
> Cc1ccc(S(=O)(=O)c2ccc(NC(=O)c3c(F)cccc3F)cc2)cc1
    -11%, ?, -4%
> CCn1nnnc1SCC(=O)Nc1ccc(F)cc1
    -17%, ?, 3%
> CN(C)/C=N/C(=S)Nc1ccc(Cl)c(Cl)c1
    ?, ?, 3%
> Cc1nc(N2CCOCC2)nc(N2CCN(c3ccccc3)CC2)c1[N+](=O)[O-]
    -18%, ?, -7%
> Cc1oc(C(=O)O)cc1COc1cccc2cccnc12
    ?, ?, -7%
> Cc1ccc(-n2c(SCC(=O)Nc3cccc(C)c3)nc3c(oc4ccccc43)c2=O)cc1
    1%, -10%, -3%&0%
> O=C(COc1cccc2c1CCN(Cc1ccc(Br)cc1)C2=O)NCc1ccco1
    18µM*, 23µM*, -13%
> Cc1ccc2oc(=O)c3cnn(CC(=O)NCCN(C)C)c3c2c1
    -4%, -4%, -1%
> O=Nc1c(O)n(Cc2cccc(Cl)c2)c2ccccc12
    1%, -28%, -7%
> COCCCNC(=O)c1cc(-c2cccnc2)nc2ccc(S(=O)(=O)N3CCCCCC3)cc12
    -3%, 23%, -2%
> CC(C)C(O)(C#CCN1CCCCC1)C(C)C
    -5%, -13%, 0%
> Cc1ccccc1C(=O)Nc1ccc(C(=O)NNC(=O)CCCOc2ccc(Cl)cc2Cl)cc1
    ?, -23%, -18%
> CS(=O)(=O)N1CCC2(CC1)CN(C(=O)Nc1ccccc1)C2
    5%, -6%, 7%
> CCC(=O)N1CCc2cc(S(=O)(=O)CCC(=O)Nc3ccc(CC)cc3)ccc21
    -6%, -26%, -5%
> CN1C(=O)[C@H]2[C@@H](c3ccc(F)cc3)N3C(=O)c4ccccc4NC(=O)[C@@]3(C)[C@H]2C1=O
    -20%, -4%, -4%
> CCCCOc1cccc(C2(C(=O)O)CCCC2)c1
    24%, -9%, -2%
> Cc1ccc(-n2cc(CNCCCn3cccn3)c(-c3cccc(C)c3)n2)cc1
    13µM*, 16µM*, -12%
> O=C(Nc1ccccc1C(=O)N1CCCC1)c1ncoc1-c1cccc(Cl)c1
    ?, ?, -9%
> Cc1ccc(CNC(=O)Cn2c(=O)c3sccc3n(Cc3ccc([N+](=O)[O-])cc3)c2=O)cc1
    -24%, ?, 2%
> O=C1NC(Cc2ccc(O)cc2)c2nc3ccc(F)cc3c(=O)n2-c2cc(Cl)ccc21 (stereo not given)
    -9%, 2%, /
